LmPK inhibitor – blocks Leishmania mexicana pyruvate kinase activity. purified LmPK, Kinase-Glo ATP luminescence, 1 h. 290,000 compounds, 0.37% hits. Potency, µM (top dose mostly 57.5 µM), without a hit: top-dose activity change, negative = inhibition, most hits filed as inhibitors. Q27686; also: potency is read from the fitted curve at half-maximal effect; % is scaled to controls: 0 for no effect and ±100 for the full control effect
Target sequence (Q27686 whole entry, looked up): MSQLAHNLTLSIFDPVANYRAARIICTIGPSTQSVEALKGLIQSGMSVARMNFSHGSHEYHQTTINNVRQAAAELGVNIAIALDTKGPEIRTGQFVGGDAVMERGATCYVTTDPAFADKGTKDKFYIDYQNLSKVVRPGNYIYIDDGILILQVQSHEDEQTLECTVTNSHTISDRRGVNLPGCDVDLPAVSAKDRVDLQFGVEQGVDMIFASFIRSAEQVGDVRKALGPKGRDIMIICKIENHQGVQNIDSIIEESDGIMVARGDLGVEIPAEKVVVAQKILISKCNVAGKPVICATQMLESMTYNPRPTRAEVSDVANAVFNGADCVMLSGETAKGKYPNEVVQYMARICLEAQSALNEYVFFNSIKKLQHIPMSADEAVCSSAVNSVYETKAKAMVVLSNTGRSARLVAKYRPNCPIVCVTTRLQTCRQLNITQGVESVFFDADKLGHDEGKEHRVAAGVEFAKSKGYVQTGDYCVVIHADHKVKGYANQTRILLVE
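qHTS format; LmPK 0.1 nM; substrates PEP 0.5 mM and ADP 0.1 mM. One-hour room-temperature incubation, then coupled luciferase luminescence; 0.5 nM enzyme wells mark activation.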
Shiga inhibitor – inhibitors of Shiga toxin in Vero cells. Vero cells, Shiga toxin protein synthesis inhibition reporter. inhibition, % at 38.7 µM. 290,000 compounds, 9.2% hits. AID 2315; in the data active = inhibition mostly above about 28%, no sharp cut-off; inactive = mostly below about 43%; also: 0% is about no effect
Pf growth 96h – inhibits malaria parasite growth, 96 h; P. falciparum luciferase reporter growth, 96 h; Potency, µM (highest dose often 28.7 µM), for inactives: at the highest dose activity change, negative = inhibition, usual class: inhibitors; 320,000 compounds, 6.9% hits; AID 504834; also: potency is read from the fitted curve at half-maximal effect; % is scaled to controls: 0 for no effect and ±100 for the full control effect
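Plates of compound plus infected erythrocytes (2% hematocrit, 0.05% parasitemia final) incubate 96 hours, 37 C, 5% CO2. Detection reagent added; reduced luminescence from the parasites' luciferase reporter flags inhibition.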
Tb PYK inh – inhibitors of Trypanosoma brucei pyruvate kinase. 410,000 compounds, 0.12% hits. TbPYK enzyme, Kinase-Glo Plus ATP luminescence, 45 min. Q57TT1. Potency, µM (doses to about 76.8 µM), for inactives: top-dose activity, negative = inhibition, most hits filed as inhibitors; also: potency is read from the fitted curve at half-maximal effect; % is scaled to controls: 0 for no effect and ±100 for the full control effect; nearly all actives have a fitted effect of over 50% in size
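In this concentration-response screen, enzyme-free wells defined baseline while DMSO plates tracked drift. Each reaction combined TbPYK, substrate, compound and 130 uM ADP for 45 min at room temperature. Kinase-Glo Plus luminescence gave the signal.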
AMA1 RON2 block – inhibitors of Plasmodium falciparum AMA1-RON2 interaction. AlphaScreen AMA1-biotinylated RON2 peptide binding. 360,000 compounds, 0.2% hits. Potency, µM (top dose mostly 58.2 µM), for the others: at the highest dose activity change, negative = inhibition, usual class: inhibitors;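 also: potency is read from the fitted curve at half-maximal effect; 0% = vehicle wells and -100% = peptide control; nearly all actives have a fitted effect of over 45% in size; some results filed as inactive show a strong effect at the top dose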
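AMA1 (3D7) with his tag at 25 nM final met compounds first, then biotinylated RON2 peptide at 25 nM; detection used donor plus acceptor beads, 10 µg/mL apiece, read by AlphaScreen after 30 min at room temperature.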
CHX counter – counter-screen hit for Shiga toxin inhibitors, cycloheximide | cell reporter, cycloheximide protein synthesis inhibition counterscreen | max response, % | 300,000 compounds, 12% hits | AID 2314; in the data active = max response mostly above about 13%, no sharp cut-off; inactive = mostly below about 14%; also: read at 38.3 µM for the half of the compounds with a filed dose; 0% is about no effect
Pf growth 48h – P. falciparum growth inhibition at 48 hours (one generation); P. falciparum luciferase growth in erythrocytes, 48 h; Potency, µM (doses to about 28.7 µM), for the others: at the highest dose activity change, negative = inhibition, most hits filed as inhibitors; 310,000 compounds, 5.9% hits; also: potency is read from the fitted curve at half-maximal effect; % is scaled to controls: 0 for no effect and ±100 for the full control effect
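Luminescence readout; reporter = integrated firefly luciferase in P. falciparum. RBC culture at 2% hematocrit, 0.1% parasitemia final, 37 C/5% CO2; decreased signal taken as growth inhibition.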
Numbers without * were called inactive; i = inactive; ? = inconclusive; · = no result given; & = joins results of further samples; [ ] = another dose, or the depositor's remark. Unless noted, calls follow the shape of the dose curve; as a rule, active = well fitted curve in the direction sought with a large enough effect; inconclusive = small, poorly fitted or top-dose-only effect, or another doubt; inactive = no such curve, though single readings can be large; an effect the other way counts as inactive or inconclusive.

SMILES	LmPK inhibitor	Shiga inhibitor	Pf growth 96h	Tb PYK inh	AMA1 RON2 block	CHX counter	Pf growth 48h
Cc1ccc(-c2noc(CSc3nnc(-c4cccs4)n3C)n2)cc1	5%	11	-23%	-4%	7%	5	·
CC(/C=C/c1ccco1)=N\NC(=O)c1cc(C)[nH]n1	2%	3	10%	-7%	5%	3	5%
COC(=O)C1=C(c2ccc(Cl)c(C(F)(F)F)c2)C[C@@H]2CC[C@H]1N2C	·	·	?	1%	2%	·	-13%
CCOC(=O)C1C(=O)OC2(CCCC2)C1C(=O)OCC (centres undefined)	-6%	10	9%	7%	-1%	-3	25%
CCCCn1c(N)c(-c2nc3ccccc3s2)c2c([N+](=O)[O-])nn(CC)c(=O)c21	6%	-4	·	0%	-9%	1	-6%
Cc1cc(C)cc(N/C(N)=N/c2nc(C)cc(C)n2)c1	-2%	-22	4.1µM*	-5%	3%	-5	13µM*
COc1ccc(NC(=O)C23CC4CC(C2)CC(c2ccc(C)cc2)(C4)C3)cc1	4%	16	24%	-16%	-23%	-2	?
O=C(O)c1nn(CC(=O)N2CCN(c3ncc(C(F)(F)F)cc3Cl)CC2)c(=O)c2ccccc12	2%	-2	29%	-1%	1%	-1	-4%
FC(F)(F)c1cccc(Cc2noc(CN3CCCCC3c3ccccn3)n2)c1 (centres undefined)	-1%	-21	?	0%	36%[activator]	-3	?
CC(=O)c1ccc(S(=O)(=O)NC2CC(=O)N(c3ccc(Cl)cc3)C2)cc1 (centres undefined)	·	·	-6%	0%	-9%	·	-21%
COC(=O)c1c(C)nsc1NC(=O)Oc1ccccc1	1%	24	33%[activator]	-5%	5%	9	12%
Cc1ccc2[nH]c(-c3ccccc3)c(CN3CCOCC3)c(=O)c2c1	0%	-5	-5%	-3%	-3%	2	·
COc1ccc(NC(=O)CCc2nc(-c3ccc(C)cc3)no2)cc1Cl	2%	55	·	-2%	4%	18	36%[activator]
CCNC(=S)N(CCc1c(C)[nH]c2ccc(C)cc12)Cc1cccnc1	1%	5	?	-9%	-12%	0	?
CC(=O)Nc1nc(C)c(Oc2ccc(Cl)cc2Cl)c(=O)[nH]1	1%	20	47%[activator]	-1%	-1%	-2	21%
Cc1cc(C)n(CCNC(=O)CC2C(=O)NCCN2Cc2ccccc2C(F)(F)F)n1 (centres undefined)	-3%	2	-2%	-8%	5%	-3	-5%
COc1ccc2c(c1)C(c1ccc(C)o1)=NNC(c1cccnc1)=N2	0%	12	?	-4%	11%	1	?
O=C(CSCc1cccc(Cl)c1)N/N=C/c1ccc(OCC(=O)N2CCCCC2)cc1	1%	-3	7%	-20%	22%	13*	-6%
COc1cc(C(=O)OCc2ccc(C)cc2)cc(NC(=O)c2cccs2)c1OC	4%	-7	10µM*	1%	3%	-4	8.3µM*
Cc1ccc(-n2c(C)nnc2SCC(=O)N2CCOCC2)cc1	2%	-6	11%	-1%	-1%	-2	0%
CN(C)S(=O)(=O)c1ccc(NC=O)cc1	-2%	-5	-5%	-6%	18%	-1	18%
CCOC(=O)C1=C(COC(=O)COc2ccccc2C(C)C)NC(=O)NC1C (centres undefined)	·	·	16%	-14%	8%	·	29%
CN(Cc1ccon1)Cc1cn(C)nc1-c1ccc2c(c1)OCCO2	6%	6	1%	-1%	30%	-5	20%
COCC(C)n1c(C)cc(C(=O)COc2ccc(N(C)S(=O)(=O)c3ccc(NC(C)=O)cc3)cc2)c1C (centres undefined)	·	·	1.3µM*	1%	0%	·	4.7µM*
Cc1ccnc(N2CCCC(C(=O)Nc3cccc(C)c3C)C2)n1 (centres undefined)	-2%	-6	100%[activator]	2%	2%	-4	15%
CC(C)C(=O)Nc1nnc(SCc2cccc(F)c2)s1	-10%	49*	-3%	-10%	-4%	14*	-6%
Cc1ccc(N2C(=O)CC(Sc3ncccc3C(=O)O)C2=O)cc1 (centres undefined)	-4%	-1	18%	17%	-4%	-5	22%
C=CCOC(=O)C1=C(C)NC(=O)NC1c1cc2c(cc1Br)OCO2 (centres undefined)	1%	-7	-3%	-11%	-15%	2	-27%
CC1(C)CC(=O)C2=C(C1)N(Cc1ccco1)C(=O)C2(NC(=O)c1cccnc1)C(F)(F)F (centres undefined)	2%	-2	21%	-14%	2%	1	-30%
CNC(=O)COC(=O)c1ccc(NC(=O)CC#N)cc1	1%	-11	·	1%	8%	-3	5%
CCOc1ccccc1NC(=O)/C(C#N)=C/c1cccnc1	3%	12	13µM*	13%	4%	-2	-23%
Cc1ccc(C(=O)N(C)CC(=O)Nc2ccc(N3CCOCC3)cc2)s1	·	·	51%[activator]	-3%	?	·	28%
CCCC(=O)NNC(=O)CCC(=O)Nc1ccccc1Cl	-15%	-14	10%	-7%	64%[activator]	-4	0%
CCOc1ccccc1OCC(=O)OCC(=O)c1c(C)[nH]c2ccccc12	·	·	?	-5%	-3%	·	?
CCc1ccc(OCCCC(=O)NCc2ccccc2)cc1	-3%	13	-18%	-9%	4%	-2	-19%
CCCOc1c(Br)cc(/C=N/O)cc1OC	4%	-22	-7%	3%	-5%	-4	-3%
O=C(CSc1ccc(Br)cc1)Nc1ccc(N2CCOCC2)cc1	·	·	23%	-8%	11%	·	33%[activator]
OCCCNC(=S)NC1CCCC1	2%	11	41%[activator]	-4%	1%	-1	6%
COc1ccc(N2CCN(C(=O)CSc3nnc(-c4cc5ccccc5cc4O)n3C)CC2)cc1	5%	14	107%[activator]	5%	-1%	-2	?
Cc1cc(=O)[nH]c2cc(O)ccc12	-3%	13	33%[activator]	6%	7%	-2	8%
COc1cc(O)cc2c1C(=O)O[C@@H](C)CCCC(=O)CCCCC2	-1%	-14	-4%	1%	0%	7	·
CN1C(=O)c2ccccc2N(C)C1c1cccc(O)c1 (centres undefined)	-2%	·	?	-5%	0%	-3	-39%
Cc1ccc(CN2C(=O)N/C(=C/c3ccc(-c4ccc(C(=O)O)cc4)o3)C2=O)cc1	6%	26	-1%	1%	0%	-2	-23%
CCN1CCN(CC(=O)Nc2cc(C)c(C)cc2[N+](=O)[O-])CC1	6%	-10	63%[activator]	-9%	-7%	2	44%[activator]
Cc1noc(C)c1C(=O)OCC(=O)c1ccc[nH]1	6%	-15	-16%	-6%	-3%	1	·
CC(C)Oc1ccc(CN=C(N)N=C(N)N)cc1Cl	2%	-6	?	1%	68%[activator]	-3	12µM*
Cc1nn(C)c(Cl)c1CN1CCN(CCC(C)C)C(CCO)C1 (centres undefined)	1%	-16	0%	8%	-9%	-2	62%[activator]
Cc1ccc(CNC(=O)c2ccc(CS(=O)(=O)c3ccccc3C)o2)cc1	-2%	-7	21%	0%&-2%	-12%	1	2%
COc1ccccc1Oc1ccc2c(c1)C(=O)N(c1ccccc1)C2=O	3%	8	-11%	5%	-13%	0	-2%
COCCOC(=O)C1=C(C)NC2=C(C(=O)CC(C)(C)C2)C1c1cccnc1 (centres undefined)	5%	20	-50%	0%	3%	-3	-10%

14 entries from above, with two lines to a compound:
Order of values: LmPK inhibitor	Shiga inhibitor	Pf growth 96h	Tb PYK inh	AMA1 RON2 block	CHX counter	Pf growth 48h
> CCOc1ccccc1OCC(=O)OCC(=O)c1c(C)[nH]c2ccccc12
→ ·	·	?	-5%	-3%	·	?
> CCc1ccc(OCCCC(=O)NCc2ccccc2)cc1
→ -3%	13	-18%	-9%	4%	-2	-19%
> CCCOc1c(Br)cc(/C=N/O)cc1OC
→ 4%	-22	-7%	3%	-5%	-4	-3%
> O=C(CSc1ccc(Br)cc1)Nc1ccc(N2CCOCC2)cc1
→ ·	·	23%	-8%	11%	·	33%[activator]
> OCCCNC(=S)NC1CCCC1
→ 2%	11	41%[activator]	-4%	1%	-1	6%
> COc1ccc(N2CCN(C(=O)CSc3nnc(-c4cc5ccccc5cc4O)n3C)CC2)cc1
→ 5%	14	107%[activator]	5%	-1%	-2	?
> Cc1cc(=O)[nH]c2cc(O)ccc12
→ -3%	13	33%[activator]	6%	7%	-2	8%
> COc1cc(O)cc2c1C(=O)O[C@@H](C)CCCC(=O)CCCCC2
→ -1%	-14	-4%	1%	0%	7	·
> CN1C(=O)c2ccccc2N(C)C1c1cccc(O)c1 (centres undefined)
→ -2%	·	?	-5%	0%	-3	-39%
> Cc1ccc(CN2C(=O)N/C(=C/c3ccc(-c4ccc(C(=O)O)cc4)o3)C2=O)cc1
→ 6%	26	-1%	1%	0%	-2	-23%
> CCN1CCN(CC(=O)Nc2cc(C)c(C)cc2[N+](=O)[O-])CC1
→ 6%	-10	63%[activator]	-9%	-7%	2	44%[activator]
> Cc1noc(C)c1C(=O)OCC(=O)c1ccc[nH]1
→ 6%	-15	-16%	-6%	-3%	1	·
> CC(C)Oc1ccc(CN=C(N)N=C(N)N)cc1Cl
→ 2%	-6	?	1%	68%[activator]	-3	12µM*
> Cc1nn(C)c(Cl)c1CN1CCN(CCC(C)C)C(CCO)C1 (centres undefined)
→ 1%	-16	0%	8%	-9%	-2	62%[activator]

Carrying on.
SMILES	LmPK inhibitor	Shiga inhibitor	Pf growth 96h	Tb PYK inh	AMA1 RON2 block	CHX counter	Pf growth 48h
COc1cc(OC)c2c(-c3cccc(-c4ccc(CO)cc4)c3)cc(=O)oc2c1	·	i	·	2%	-3%	-4	·
COc1ccc(NC(=O)c2ccc(COCC(F)(F)F)cc2)cc1OC	-4%	2	?	-2%	-5%	-1	8%
CC1=CC(C)C2(CO)COC(c3ccccc3O)C1C2C (centres undefined)	10%	-14	7%	5%	-17%	-4	-11%
Cc1ccc(NCc2nnc3n2CCCCC3)c(C)c1	0%	-6	12%	4%	6%	1	0%
Cc1ccc(N2C(N)=NC(N)=NC23CCCC3)c(C)c1	1%	16	?	-6%	-4%	2	?
C=CCc1cc(C=O)cc(OC)c1OCc1c(Cl)cccc1Cl	1%	18	?	5%	19%	0	5%
COCCn1c(-c2cccc([N+](=O)[O-])c2)nc2c1c(=O)[nH]c(=O)n2Cc1ccccc1	2%	-6	12µM*	-2%	4%	1	?
O=[N+]([O-])c1ccc(C2Nc3cccc4cccc(c34)N2)cc1	-1%	-13	13µM*	-14%	?	1	-85%
COc1ccc(NC(=O)CSc2nc3ccccc3c(=O)n2CCC(=O)N2CCCCC2)cc1	-1%	-4	?	3%	1%	-1	?
COc1cc(C(=O)Oc2ccccc2/C=N/NC(=O)c2ccc(C)c(Cl)c2)cc(OC)c1OC	2%	-10	?	-10%	19%	-2	-14%
C=CCOc1ccc(/C=C2\SC(=S)N(C(C(=O)O)c3ccccc3)C2=O)cc1 (centres undefined)	-2%	10	20%	-1%	7%	-2	6%
c1ccc(N2CCN(Cc3nc4ccccc4[nH]3)CC2)nc1	0%	-8	10%	0%	4%	1	41%[activator]

Screening data deposited in PubChem BioAssay by National Center for Advancing Translational Sciences (NCATS).
